Assay outcomes from PubChem.
VIM-2 inhibitor: inhibitors of Pseudomonas aeruginosa VIM-2 metallo-beta-lactamase; purified VIM-2, nitrocefin hydrolysis, epi-absorbance fluorescence; inhibition, % at 5.6 µM; hit rate 0.89% among 290,000;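 active means inhibition above the mean of all tested compounds plus 3 SD, cutoff set per screening run, cut at about 7.5% in these data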;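 further: red hydrolysis product quenches plate fluorescence so inhibitors raise well fluorescence; 0% = enzyme with DMSO and 100% = DMSO without enzyme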
GalR3 antag: antagonists of human GalR3; HEK293 GalR3-CNG cAMP membrane potential fluorescence; galR3 body fused to GalR1 C-terminus; hit rate 0.44% among 360,000; O60755; inhibition, % at 3 µM; AID 651719;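 active means inhibition above the screen-wide average plus 3 SD, cut at about 13% in these data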;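 further: forskolin and galanin both at EC90 stimulate the cells; cAMP rise reported by CNG channel membrane potential dye signal; 0% = forskolin plus galanin with DMSO and 100% = forskolin alone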
HCV NS3 hel inh: blocks Hepatitis C virus NS3 helicase unwinding; inhibition, % at 10.9 µM; NS3 helicase DNA unwinding, Cy5 molecular beacon fluorescence; hit rate 0.56% among 290,000;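 active means inhibition above the mean of all tested compounds plus 3 SD, set per campaign, cut at about 35% in these data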;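 further: 0% = DMSO wells and 100% = thioflavine S control wells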
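test system = hepatitis C virus NS3 helicase domain fragment enzyme | reagent = annealed dual-labelled DNA beacon duplex, ATP-started | times = 1 h at 25 °C | detection = Cy5 fluorescence, 0 and 60 min reads | read-out basis = percent inhibition from t60/t0 fluorescence ratio | control set = DMSO and thioflavine S | replication = one well per compound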
DNA FID counter: counter-screen for HCV NS3 helicase inhibitors: DNA intercalator displacement | DNA fluorescent intercalator displacement, fluorescence | inhibition, % at 7.9 µM | hit rate 0.17% among 290,000 | AID 1845; in the data active means inhibition above about 37%;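 further: 0% = vehicle and 100% = reference compound; higher means more ethidium bromide displaced from hairpin DNA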
PHOSPHO1 inh: blocks human PHOSPHO1 phosphatase activity. Q8TCT1. recombinant PHOSPHO1, absorbance phosphatase assay. inhibition, % at 13.3 µM. hit rate 1.1% among 290,000; in the data active means inhibition above about 60%
Target sequence (Q8TCT1 whole entry, looked up): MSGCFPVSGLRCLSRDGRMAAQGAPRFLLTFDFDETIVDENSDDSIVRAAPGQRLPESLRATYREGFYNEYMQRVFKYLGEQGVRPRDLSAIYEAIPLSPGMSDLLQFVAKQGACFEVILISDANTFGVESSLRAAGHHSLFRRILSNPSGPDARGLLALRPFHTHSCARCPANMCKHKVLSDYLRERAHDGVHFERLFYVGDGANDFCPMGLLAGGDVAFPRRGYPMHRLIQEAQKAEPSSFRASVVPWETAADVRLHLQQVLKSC
V1R ag counter: activates human V1a receptor in oxytocin agonist counter-screen; P37288; CHO-V1R cells, Fluo-8 calcium fluorescence, agonist mode; 0% DMSO, 100% 3 nM vasopressin; activation, % at 3 µM; hit rate 0.25% among 320,000;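 active means activation above the mean activation of all tested compounds plus 3 SD, per screening run, cut at about 20% in these data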;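 further: signal is peak over basal fluorescence ratio across a 100 second FLIPR read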
IMP-1 inhibitor: inhibitors of Pseudomonas aeruginosa IMP-1 metallo-beta-lactamase | purified IMP-1, nitrocefin hydrolysis, epi-absorbance fluorescence | inhibition, % at 5.6 µM | hit rate 0.45% among 290,000 | AID 1556;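 active means inhibition above the mean plus 3 SD of all compounds in the same screening run, cut at about 4.5% in these data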;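 further: 0% = IMP-1 with DMSO and 100% = DMSO wells lacking enzyme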
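System: purified IMP-1; amount: IMP-1 0.2 nM before substrate addition; compound: single dose, 5.6 µM; times: 25 °C, 15 min preincubation, 25 min reaction; signal: Epi-absorbance via hydrolysed-nitrocefin quenching of white-plate fluorescence, 480/530 nm, EDTA stop; benchmarks: DMSO with and without IMP-1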
OXTR ag: human OXTR agonism | P30559 | CHO-OTR cells, Fluo-8 calcium fluorescence; normalized: DMSO 0%, oxytocin 100% | activation, % at 3 µM | hit rate 0.32% among 320,000;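 active means activation above the mean of all tested compounds plus 3 SD, cutoff set per screening run, cut at about 20% in these data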;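 further: peak over basal fluorescence ratio from a 100 s FLIPR kinetic read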
Target sequence (P30559 whole entry, looked up): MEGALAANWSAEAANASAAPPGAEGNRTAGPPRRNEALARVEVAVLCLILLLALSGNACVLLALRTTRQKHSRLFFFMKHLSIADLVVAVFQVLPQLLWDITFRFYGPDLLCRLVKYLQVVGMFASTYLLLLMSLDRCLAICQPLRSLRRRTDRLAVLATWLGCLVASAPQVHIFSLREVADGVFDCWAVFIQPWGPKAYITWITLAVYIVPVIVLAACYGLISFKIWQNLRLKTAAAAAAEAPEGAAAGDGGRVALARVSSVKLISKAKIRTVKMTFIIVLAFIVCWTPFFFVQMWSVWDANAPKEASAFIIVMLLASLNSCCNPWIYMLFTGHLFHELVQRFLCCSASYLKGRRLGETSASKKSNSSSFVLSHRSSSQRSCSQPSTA
GPR7 antagonist: blocks human GPR7 receptor signaling | hit rate 1.1% among 290,000 | GPR7-expressing cells, fluorescence antagonist assay | P48145 | inhibition, % at 4.4 µM; in the data active means inhibition above about 16%, passing the limit was not always enough;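 further: cells stimulated with the agonist NPW; 0% = agonist with vehicle and 100% = vehicle without agonist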
Target sequence (P48145 whole entry, looked up): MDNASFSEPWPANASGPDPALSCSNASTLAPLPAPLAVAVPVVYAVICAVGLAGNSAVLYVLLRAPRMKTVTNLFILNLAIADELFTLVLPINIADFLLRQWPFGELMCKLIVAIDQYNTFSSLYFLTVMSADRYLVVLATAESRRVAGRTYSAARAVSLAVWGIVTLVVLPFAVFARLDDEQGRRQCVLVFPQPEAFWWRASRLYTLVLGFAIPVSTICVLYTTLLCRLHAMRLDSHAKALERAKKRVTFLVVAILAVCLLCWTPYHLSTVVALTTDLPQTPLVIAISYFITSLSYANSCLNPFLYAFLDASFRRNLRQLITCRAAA
An asterisk follows results filed as active; . = not tested or not shown.

The opening eight entries (preview)
1) CCCCC(=O)N/N=C/c1c(O)n(CC)c(=S)n(CC)c1=O
2) COc1ccccc1CCNC1CCC(C(C)(C)C)CC1 (stereo not given)
3) O=[N+]([O-])/C=C1/NCCN1Cc1ccc(Cl)nc1
4) CC/C(=N\NC(=S)Nc1ccccc1)c1c(O)[nH]c(=O)[nH]c1=O
5) CC(=O)Nc1ccccc1C(=O)OCC(=O)c1ccc2c(c1)OCCO2
6) Cc1cc(N2C(=O)C3CCCN3C2c2ccc(Cl)c(Cl)c2)no1 (stereo not given)
7) O=Cc1cn(Cc2ccc(F)cc2Cl)c2ccccc12
8) FC(F)(F)c1ccc(CNCCc2c[nH]c3ccccc23)cc1

screen / no.,1,2,3,4,5,6,7,8
VIM-2 inhibitor,-3.3,-3.3,-1.2,0.8,-0.4,-3.2,0.4,-0.4
GalR3 antag,-4,-12,-6,-3,2,10,-2,-3
HCV NS3 hel inh,10,-22,-3,3,5,9,-7,-10
DNA FID counter,-12,22,1,-6,-7,-1,-12,3
PHOSPHO1 inh,-6,18,22,-104,-4,11,3,14
V1R ag counter,3.4,7.4,0.0,0.5,3.9,-0.6,3.2,-0.2
IMP-1 inhibitor,-5.1,-3.2,-1.7,-0.7,0.7,-4.9,-2.6,-1.6
OXTR ag,4.9,12,-0.2,-0.3,3.5,-2.0,9.3,1.0
GPR7 antagonist,1,26,-12,2,9,-8,-15,-19

Main list (from the top)
1) CCCCC(=O)N/N=C/c1c(O)n(CC)c(=S)n(CC)c1=O
2) COc1ccccc1CCNC1CCC(C(C)(C)C)CC1 (stereo not given)
3) O=[N+]([O-])/C=C1/NCCN1Cc1ccc(Cl)nc1
4) CC/C(=N\NC(=S)Nc1ccccc1)c1c(O)[nH]c(=O)[nH]c1=O
5) CC(=O)Nc1ccccc1C(=O)OCC(=O)c1ccc2c(c1)OCCO2
6) Cc1cc(N2C(=O)C3CCCN3C2c2ccc(Cl)c(Cl)c2)no1 (stereo not given)
7) O=Cc1cn(Cc2ccc(F)cc2Cl)c2ccccc12
8) FC(F)(F)c1ccc(CNCCc2c[nH]c3ccccc23)cc1

screen / no.,1,2,3,4,5,6,7,8
VIM-2 inhibitor,-3.3,-3.3,-1.2,0.8,-0.4,-3.2,0.4,-0.4
GalR3 antag,-4,-12,-6,-3,2,10,-2,-3
HCV NS3 hel inh,10,-22,-3,3,5,9,-7,-10
DNA FID counter,-12,22,1,-6,-7,-1,-12,3
PHOSPHO1 inh,-6,18,22,-104,-4,11,3,14
V1R ag counter,3.4,7.4,0.0,0.5,3.9,-0.6,3.2,-0.2
IMP-1 inhibitor,-5.1,-3.2,-1.7,-0.7,0.7,-4.9,-2.6,-1.6
OXTR ag,4.9,12,-0.2,-0.3,3.5,-2.0,9.3,1.0
GPR7 antagonist,1,26,-12,2,9,-8,-15,-19

9) N#CC[N+]1(CCCNP2(=O)C=C(c3ccccc3)OC(c3ccccc3)=C2)CCOCC1
10) O=C(/C=C/c1ccc(Br)cc1)NC(=S)N1C[C@H]2C[C@H](C1)c1cccc(=O)n1C2
11) c1ccc2c(CNC3CCCCCC3)c[nH]c2c1
12) Cc1cc(C=O)c(C)n1C(C)C
13) Cc1nc2ccc(P(=O)(O)O)cc2s1
14) C=CCn1c(O)c(C(CC)=NC(C)c2ccccc2)c(=O)[nH]c1=O (stereo not given)
15) COc1c(C)cc(C(=O)C2CCCN(Cc3cnc(C)s3)C2)cc1C (stereo not given)
16) CNP1(NC)=NC(C(F)(F)F)=NC(C(F)(F)F)=N1

screen / no.,9,10,11,12,13,14,15,16
VIM-2 inhibitor,-1.7,-2.1,-2.9,-1.5,-2.0,0.4,-0.1,-1.1
GalR3 antag,3,-4,-5,-1,.,-3,1,-1
HCV NS3 hel inh,-5,14,6,-9,7,2,-6,-2
DNA FID counter,5,-30,11,-12,0,-24,-10,2
PHOSPHO1 inh,48,40,3,-7,8,27,20,-10
V1R ag counter,0.0,-0.1,1.3,-0.5,0.9,2.5,3.2,0.2
IMP-1 inhibitor,-3.9,-3.3,-0.9,-5.2,-3.0,-1.8,0.1,-2.5
OXTR ag,-0.1,-1.5,3.2,-0.5,-0.1,1.9,-0.3,0.9
GPR7 antagonist,-13,0,6,-2,-10,-10,-5,9

17) C/C(=C/C=C/[C@@H](C)C(=O)O)[C@H]1CN[C@H](C(=O)O)[C@H]1CC(=O)O
18) Cn1c2ccccc2c2c(C(=O)N3CCC4(CC3)OCCO4)cn(C3CCCC3)c(=O)c21
19) COc1ccc(NC2=NCC(C)S2)cc1 (stereo not given)
20) CCCCCSc1cc(O)c(C(CNC)C(C)C)cc1OC (stereo not given)
21) O=C1NC(=O)C(=Cc2ccsc2)C(=O)N1
22) CCCCSP1(=S)NCCCN1
23) Nc1c(C(=O)OCc2ccccc2)c2nc3ccccc3nc2n1Cc1cccs1
24) CCOP(=S)(OCC)SCOC(=O)NCC(=O)OC

screen / no.,17,18,19,20,21,22,23,24
VIM-2 inhibitor,-3.5,-3.9,-0.4,-3.5,-0.6,-3.8,-3.1,-2.4
GalR3 antag,-7,3,6,-7,3,1,-8,6
HCV NS3 hel inh,-4,-2,7,-73,0,0,6,-9
DNA FID counter,-1,-36,0,21,2,-6,-3,-4
PHOSPHO1 inh,-7,9,23,3,28,-1,18,3
V1R ag counter,0.4,4.5,1.1,12,0.4,-0.9,1.1,1.2
IMP-1 inhibitor,-3.0,-2.8,-0.6,-2.9,-0.7,-3.2,-1.8,-1.1
OXTR ag,1.7,-1.8,-0.3,16,0.2,-0.9,-0.9,0.2
GPR7 antagonist,-7,-5,-6,29*,-6,-9,16,-1

25) O=C(COc1ccc(Cl)cc1)NC1CN2CCC1CC2 (stereo not given)
26) CCCC(=O)c1ccc(CP(=O)(OCC)OCC)o1
27) CCCCCn1c(=O)c(C(=O)NCc2ccccc2Cl)c(O)c2ccccc21
28) CC(C(=O)c1ccc(Cl)cc1Cl)n1cncn1 (stereo not given)
29) CCC1=C(C)C(N2CCOCC2)=NP(N2CCOCC2)(N2CCOCC2)=N1
30) Cn1c(=O)c2c(nc(N/N=C/c3c(O)n(C4CCCCC4)c(=S)[nH]c3=O)n2C)n(C)c1=O
31) CCOC(=O)C(O)(c1ccc(N(CC)S(=O)(=O)c2ccccc2)cc1)C(F)(F)F (stereo not given)
32) CC1COC2N=C(N[N+](=O)[O-])NC2O1 (stereo not given)

screen / no.,25,26,27,28,29,30,31,32
VIM-2 inhibitor,-1.9,-0.6,-3.2,-1.7,1.3,-3.5,-0.3,3.4
GalR3 antag,1,6,-8,-7,-5,-6,-2,-6
HCV NS3 hel inh,-6,-2,-5,-5,-3,26,-3,8
DNA FID counter,4,-4,-6,5,0,-30,-25,-1
PHOSPHO1 inh,2,25,30,39,7,41,5,-8
V1R ag counter,1.0,0.8,-0.1,0.3,0.5,-0.1,4.5,2.9
IMP-1 inhibitor,-1.4,-2.1,-2.9,-1.2,0.3,-2.6,-2.8,-2.3
OXTR ag,1.3,-0.7,-1.1,-0.5,0.0,-0.9,-1.7,0.0
GPR7 antagonist,-5,-15,-21,2,-3,-7,12,-16

33) CC(C)c1cc(Br)c(NC(=O)Nc2cccnc2)c(Br)c1
34) CN(C)CCCNCC(=O)Nc1ccc(Cl)cc1C(=O)c1ccccc1
35) CCC(C)C1NC(=O)C(C(C)=O)=C1O (stereo not given)
36) O=S(=O)(c1ccc(O)cc1)c1ccc(O)cc1
37) Oc1c(Br)cc(Br)cc1Oc1ccc(Br)cc1Br
38) CN(C)CC1CSCCC1(O)c1cccc(Cl)c1 (stereo not given)
39) O=[N+]([O-])c1cc(-c2ccc([As](=O)(O)O)cc2)ccc1[As](=O)(O)O
40) C=CCC1C(=O)NC(=S)NC1=O

screen / no.,33,34,35,36,37,38,39,40
VIM-2 inhibitor,-0.6,0.4,.,-1.1,-1.6,-1.0,0.0,-0.7
GalR3 antag,-8,-7,6,-11,.,5,.,-4
HCV NS3 hel inh,-1,-11,.,-5,28,1,-2,-6
DNA FID counter,-17,15,.,-3,0,2,-2,-3
PHOSPHO1 inh,.,1,27,39,13,-8,28,27
V1R ag counter,0.5,-0.7,1.0,1.1,2.9,0.9,.,-0.3
IMP-1 inhibitor,-1.8,-0.5,.,-1.8,-1.9,-2.1,-1.6,-1.0
OXTR ag,-1.4,-0.3,3.0,1.2,-0.4,1.2,.,-0.4
GPR7 antagonist,-12,4,.,-2,-8,-10,-13,-5

41) Nc1ccc(C2(c3ccc(N)cc3)c3ccccc3-c3ccccc32)cc1
42) O=C1C2CCCC1C(N1CCCCC1)CC2 (stereo not given)
43) Nc1ccc(Cl)cc1C(=O)c1ccccc1
44) NNc1n[nH]c(=S)n1N
45) Cc1ccsc1C(=O)C1CCCN(Cc2ccc(-n3cccn3)cc2)C1 (stereo not given)
46) Cc1ccc(-c2nc3ccccc3c(=O)n2-n2cccc2)cc1
47) CSc1ncc(CN2CCCC(C(=O)c3cccc(Cl)c3)C2)cn1 (stereo not given)
48) O=C(CN1CCCCC1)c1ccc(OC(F)F)cc1

screen / no.,41,42,43,44,45,46,47,48
VIM-2 inhibitor,-1.6,-2.6,-1.7,-3.8,-5.9,-3.7,-2.3,-2.6
GalR3 antag,-5,-4,-5,-3,-8,1,-6,-2
HCV NS3 hel inh,-11,-13,-1,-2,-6,32,2,-1
DNA FID counter,-13,3,8,1,2,-12,8,3
PHOSPHO1 inh,-5,24,-13,-170,-3,-12,44,11
V1R ag counter,1.5,.,-0.4,-1.1,-0.6,-1.6,-0.2,0.0
IMP-1 inhibitor,-0.3,-3.6,0.6,-0.2,-1.7,0.9,-3.3,-2.6
OXTR ag,3.2,.,-2.5,-2.2,-0.9,-1.9,0.3,-0.6
GPR7 antagonist,-4,-15,-17,-5,-4,-16,-4,4

49) O=C1NC(=O)N(Cc2ccco2)C(=O)/C1=C\c1cccn1CCOc1ccc(Cl)cc1
50) COc1cccc2cc(-c3cc(=O)oc4ccc(OC(=O)N(C)C)cc34)oc12
51) O=P1(NCc2ccco2)COc2ccccc2OC1
52) CC/C(=N\Nc1ccccc1)c1c(O)n(-c2ccccc2)c(=O)[nH]c1=O
53) COCCN1C(=O)/C(=C/c2c(OC)cc(OC)cc2OC)C(=O)N(c2ccccc2)C1=O
54) OC12CCCCC1C(c1ccccc1)NCC2 (stereo not given)

screen / no.,49,50,51,52,53,54
VIM-2 inhibitor,-1.9,2.3,-1.4,-2.1,-0.6,3.1
GalR3 antag,-7,1,-1,3,-5,-9
HCV NS3 hel inh,44*,-6,5,1,-1,3
DNA FID counter,-22,-28,2,-1,-32,12
PHOSPHO1 inh,-1,4,24,-17,30,7
V1R ag counter,1.2,0.3,0.1,1.4,1.9,0.4
IMP-1 inhibitor,-4.8,-1.6,0.5,-3.0,-1.2,-0.8
OXTR ag,-0.3,-1.9,-0.1,0.2,0.6,0.9
GPR7 antagonist,2,-2,-4,-3,-7,23*

The list is partial; rates above refer to the full screens.
